Screening results: PubChem BioAssay, Broad Institute
FN deposition inh: fibronectin deposition inhibition; inhibition, % at 12.6 µM; hit rate 0.086% among 350,000; AH1F fibroblasts, Alexa488-fibronectin deposition fluorescence, overnight;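 active = mean inhibition across replicates of 30% or more, regardless of how many single replicates reach that level; inconclusive = mean under 30% yet at least half of replicates reach 30%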;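 also: positive control wells lacked labelled fibronectin entirely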
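Material: AH1F fibroblasts assembling fluorescent fibronectin matrix; amount: 10000 AH1F cells/well; medium: DMEM, 2% serum; reagent: Alexa488-fibronectin, 24 nM final in well; dosing: single compound dose, delivered by pin transfer; incubation: 1 h adhesion, overnight exposure; detection: fluorescence after three HBSS washes, excitation 485 nm, emission 525 nm; measure: fibronectin deposition inhibition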
CASP6 VEID inh: caspase-6 (human) enzyme inhibition | hit rate 0.53% among 350,000 | inhibition, % at 12.5 µM | AID 686996 | purified caspase-6, Z-VEID-R110 cleavage fluorescence;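 active = mean inhibition across replicates at least about 35%, with every replicate also reaching that limit, limit read from the data; inconclusive = only one of the two criteria met; inactive = neither criterion met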;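 also: 0% = median of neutral control wells and 100% = no fluorescence left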
Target sequence (P55212 24-179 limits assumed): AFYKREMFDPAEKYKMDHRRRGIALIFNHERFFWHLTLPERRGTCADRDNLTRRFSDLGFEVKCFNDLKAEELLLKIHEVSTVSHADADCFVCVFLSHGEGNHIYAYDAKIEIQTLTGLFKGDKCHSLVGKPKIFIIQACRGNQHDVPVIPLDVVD
Target sequence (P55212 194-293 limits assumed): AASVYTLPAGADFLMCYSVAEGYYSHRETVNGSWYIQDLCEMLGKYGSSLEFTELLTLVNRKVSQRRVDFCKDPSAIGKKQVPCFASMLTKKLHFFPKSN
LGR2 antag: blocks bursicon-induced cAMP signaling via Drosophila LGR2. HEK293 LGR2, CRE-luciferase, bursicon-stimulated, 4 h. inhibition, % at 9.99 µM. AID 720647. hit rate 0.35% among 380,000;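 active = drop in luminescence signal, shown as inhibition above about 50% in the replicate tests, limit read from the data, passing the limit was not always enough; inconclusive = probably only some replicates passing the limit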;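 also: agonist challenge used bursicon conditioned medium at about half maximal strength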
Cneo AK release: causes C. neoformans cell lysis; hit rate 0.2% among 360,000; adenylate kinase release luminescence, 4 h; normalised: neutral wells 0, clomiphene wells 100; lysis activity, % at 15 µM;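 active = mean lysis activity across replicates of at least 80%, whatever share of replicates individually reach that level; inactive = mean lysis activity below 80%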
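Assay system: C. neoformans cells. Amount: yeast cell density of 5 × 10^6 cells/mL. Technique: AK luminescence. Buffer or medium: YPD. Times: static 4 h at 37 °C with compound, 1 h detection. Dosing: single-point compound dose. Read-out: lysis from increased AK signal.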
EWS-Fli inh: blocks EWS/Fli oncoprotein-driven transcription. inhibition, % at 12.6 µM. hit rate 0.67% among 350,000. A673 NR0B1-luciferase reporter, viability-normalised;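 active = mean inhibition of at least 50% after viability correction, with every replicate also passing that limit; inconclusive = mean reaches 50% but only one of two replicates passes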;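 also: firefly luciferase signal divided by Alamar Blue viability fluorescence both relative to DMSO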
miR122 inh: blocks miR-122 activity in Huh7 sensor cells; Huh7 miR-122 Renilla luciferase sensor, 48 h; neutral wells = 0, positive control = 100; activation (reporter increase), % at 12.5 µM; hit rate 0.3% among 340,000;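 active = mean replicate activation score at least 90 and every replicate individually at or above 90; inconclusive = only one of the two criteria met; inactive = neither criterion met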;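 also: higher luciferase means less miR-122 activity so hits act as miR-122 inhibitors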
PGC1a acetyl inh: modulators of PGC1a acetylation; U2OS PGC1a acetylation, AlphaScreen anti-acetyl-lysine; with virally co-expressed GCN5 acetyltransferase; AID 651687; inhibition, % at 15.6 µM; hit rate 0.17% among 350,000;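 active = every replicate shows inhibition of at least 40%; inconclusive = mean inhibition at least 40% but some replicate below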;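 also: 0% = neutral control wells and 100% = positive control wells; some results beyond the cut were filed as inactive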
PAX8 reporter: inhibitors of PAX8 transcriptional activity in RMG-I cells; RMG-I TPO-luciferase reporter, SteadyGlo, 24 h; inhibition, % at 12.6 µM; hit rate 1.2% among 360,000; AID 652154;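 active = mean replicate inhibition at least 60% with every replicate also reaching 60%; inconclusive = only one of the two criteria is met; inactive = mean below 60% and not all replicates reaching 60%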;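 also: luciferase light reporting Pax8 driven TPO promoter activity; plate controls were median of neutral control wells for no effect and mitoxantrone controls for full effect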
* marks the source's active call; other numbers are inactive results; ? = inconclusive; / = not tested or not shown; [ ] = dose if it differs, or a comment.

SMILES	FN deposition inh	CASP6 VEID inh	LGR2 antag	Cneo AK release	EWS-Fli inh	miR122 inh	PGC1a acetyl inh	PAX8 reporter
CN(C)C(=O)C[C@@H]1CC[C@H]2[C@@H](COC[C@H](O)CN2CC2CC2)O1	0.1	-2.3	-2.3	-0.3	-3.6	-1.8[16.7 µM]	3.3	7.0
Cc1ccccc1S(=O)(=O)Cc1ccc(C(=O)NCCN(Cc2ccccc2)C(C)C)o1	-2.3	-3.7	5.6	4.3	-1.7	-3.8	-4.1	0.0
Nn1c(COc2ccccc2F)nnc1SCC(=O)NC1CCS(=O)(=O)C1 (centres undefined)	4.5	1.5	-8.8	-1.1	-2.1	-5.7	-0.2	-5.8
COc1ccc(CN(C)C[C@H]2Oc3ccc(NC(=O)CCC(F)(F)F)cc3CC(=O)N([C@@H](C)CO)C[C@@H]2C)cc1	/	/	-16.7	0.3	13.0	0.4[16.7 µM]	-2.6	6.6
c1ccc(N2CCCCC2)c(Nc2nc3ccccc3n3cnnc23)c1	10.4	-1.5	6.0	0.3	0.0	8.5	-8.0	15.7
N#CCC(=O)Nc1ccc(C(=O)OCC(=O)c2ccc3c(c2)OCO3)cc1	5.7	3.5	-68.2	1.1	-50.2	/	/	/
Cc1nc2cc(Cl)ccc2c(=O)n1Cc1ccncc1	4.7	-1.5	7.5	-0.5	3.4	-4.0	-3.7	18.8
N#C/C(=C(/O)COC(=O)COc1ccc(Cl)cc1)c1nc2ccccc2[nH]1	-7.0	1.2	9.6	/	6.6	/	/	11.7
CC(C)OC(=O)Nc1ccc2c(c1)N(C(=O)CCN1CCOCC1)c1ccccc1CC2	-2.3	0.6	-3.8	/	-2.7	/	-5.9	-9.2
Cn1c(CO)cnc1SCC(=O)c1ccc(Cl)cc1	5.5	-2.5	-21.7	/	-2.4	-4.6	?	-18.5
C[C@@H]1CN([C@@H](C)CO)C(=O)c2cc(-c3ccc(C(=O)N(C)C)cc3)cnc2O[C@H]1CN(C)C(=O)C1CC1	4.3	-1.6	-2.2	38.7	-0.1	-3.0[16.7 µM]	-18.7	/
O=C(Cc1ccccc1)N1C[C@H]2[C@@H](c3ccccc31)[C@@H](CO)N2C(=O)C1CCCCC1	/	1.6	-1.0	-2.7	2.5	200.0*[16.7 µM]	-2.4	4.1
CCc1nc2ccc(C(=O)NCCN3CCOCC3)cn2c1N(C)Cc1ccc(OC)cc1	1.4	-2.5	5.2	-0.7	-5.7	5.9	21.2	-0.4
C[C@]12c3[nH]c4cc(-c5ccco5)ccc4c3CCN1C(=O)[C@@H](CC(=O)NCC13CC4CC(CC(C4)C1)C3)C[C@@H]2C(=O)N1CCCCC1	/	-1.2	4.2	-2.1	-4.2	-9.9	-25.4	27.2
Cc1cc(C(=O)CN2C(=O)NC3(CCCc4sccc43)C2=O)c(C)n1-c1ccccc1 (centres undefined)	-3.6	/	-22.3	1.5	/	-1.1	-3.6	/
COc1ccc(NS(=O)(=O)c2cc3c(cc2C)NC(=O)CO3)c(OC)c1	-0.9	-0.4	-7.3	1.5	-2.9	14.4	-6.5	-25.5
O=C(COc1ccccc1Cl)NCCNC(=O)c1ccccn1	-5.2	-1.5	-6.7	3.6	-4.5	/	/	3.3
O=C(c1cccc(F)c1)N1CCCCN2[C@@H](CO)[C@H](c3ccc(-c4ccc(F)cc4)cc3)[C@@H]2C1	/	0.1	/	0.3	4.9	2.7[16.7 µM]	-5.2	14.7
O=C(O)Cc1ccc(-c2ccccc2)cc1	-2.4	3.4	1.9	-3.2	-0.9	-2.1	9.5	12.6
C[C@@H]1CN([C@@H](C)CO)C(=O)c2cc(NC(=O)c3ccccc3)ccc2O[C@@H](C)CCCCO[C@H]1CN(C)C(=O)Nc1cccc2ccccc12	6.4	1.0	25.8	-0.4	71.0*	11.8[16.7 µM]	-6.5	0.6

Molecules listed so far with sulfur, in the order listed:
SMILES	FN deposition inh	CASP6 VEID inh	LGR2 antag	Cneo AK release	EWS-Fli inh	miR122 inh	PGC1a acetyl inh	PAX8 reporter
Cc1ccccc1S(=O)(=O)Cc1ccc(C(=O)NCCN(Cc2ccccc2)C(C)C)o1	-2.3	-3.7	5.6	4.3	-1.7	-3.8	-4.1	0.0
Nn1c(COc2ccccc2F)nnc1SCC(=O)NC1CCS(=O)(=O)C1 (centres undefined)	4.5	1.5	-8.8	-1.1	-2.1	-5.7	-0.2	-5.8
Cn1c(CO)cnc1SCC(=O)c1ccc(Cl)cc1	5.5	-2.5	-21.7	/	-2.4	-4.6	?	-18.5
Cc1cc(C(=O)CN2C(=O)NC3(CCCc4sccc43)C2=O)c(C)n1-c1ccccc1 (centres undefined)	-3.6	/	-22.3	1.5	/	-1.1	-3.6	/
COc1ccc(NS(=O)(=O)c2cc3c(cc2C)NC(=O)CO3)c(OC)c1	-0.9	-0.4	-7.3	1.5	-2.9	14.4	-6.5	-25.5

Later entries
SMILES	FN deposition inh	CASP6 VEID inh	LGR2 antag	Cneo AK release	EWS-Fli inh	miR122 inh	PGC1a acetyl inh	PAX8 reporter
O=C(Nc1ccc2c(c1)[C@@H]1C[C@H](CC(=O)N3CCc4ccccc4C3)O[C@H](CO)[C@@H]1O2)c1cccnc1	/	-2.5	-9.0	0.2	5.1	2.6[16.7 µM]	-4.6	2.1
CC(Oc1cccc(Cl)c1)C(=O)Nc1cc(S(=O)(=O)N2CCOCC2)ccc1N1CCCC1 (centres undefined)	2.8	-5.1	-1.5	1.8	21.1	-7.4	4.2	9.2
CN1C(=O)c2cc(NS(C)(=O)=O)ccc2OC[C@H]2O[C@H](CC(=O)NC3CCCCC3)CC[C@@H]21	-2.4	-0.4	-12.8	5.9	-2.2	/	/	-18.3
O=C(C[C@H]1C/C=C\C[C@H](Cc2ccc(F)cc2)C(=O)O[C@@H](c2ccccc2)CNC1=O)N[C@@H](CO)Cc1ccccc1	19.6	0.3	-6.5	1.0	5.3	-0.5	/	0.6
Cc1cc(Br)ccc1OCCCCN1CCCCC1	-15.9	-5.7	16.2	-2.1	-5.8	7.2	2.3	8.1
Cc1cc(S(=O)(=O)n2cnc3ccccc32)c(C)cc1Cl	/	/	14.0	0.3	/	9.4	14.1	/
CC1(C)CC(=O)C(Sc2nnc(-c3ccc(O)cc3)n2CC2CCCO2)C(=O)C1 (centres undefined)	/	3.5	-12.7	-1.8	-0.1	-5.3	-9.2	/
CCn1ccnc1CN(C)C(=O)c1ccc(OC2CCN(CCc3ccccc3)CC2)cc1	9.2	-9.0	-6.0	1.0	/	1.3	9.9	2.0
Cc1cc(C)c(C)c(S(=O)(=O)N2CCC(C(=O)OCC(=O)NC3CCS(=O)(=O)C3)CC2)c1C (centres undefined)	-10.5	0.4	-10.3	6.9	-0.2	3.2	6.4	14.0
CC[C@]12c3[nH]c4cc(CCC(=O)N(C)C)ccc4c3CCN1C(=O)[C@@H](CC(=O)NCCCOC)C[C@@H]2C(=O)N1CCN(C(=O)c2ccco2)CC1	2.3	3.4	-2.8	2.7	1.6	0.3	/	9.5
CNc1nc(OC)nc(N2CCOCC2)n1	-13.5	/	/	-1.1	/	0.6	-11.8	2.1
CCCN(C)C[C@@H]1Oc2cc(-c3ccccc3C)ccc2S(=O)(=O)N([C@@H](C)CO)C[C@@H]1C	1.8	/	-11.8	/	7.1	/	-14.4	-30.5
CCN(C(=O)COC(=O)/C=C/c1ccc(OC)c(OC)c1)c1c(N)n(Cc2ccccc2)c(=O)[nH]c1=O	8.8	-1.2	-1.6	-0.2	2.8	-4.2	-3.6	7.8
C[C@H]1CN([C@@H](C)CO)C(=O)c2cccc(NC(=O)Nc3ccc4c(c3)OCO4)c2O[C@@H]1CN(C)Cc1ccc(C(F)(F)F)cc1	/	-0.4	23.6	41.2	-36.4	67.9[16.7 µM]	-28.0	6.3
COc1cccc(C(CNC(=O)C2CCN(C(=O)Nc3ccccc3)CC2)N(C)C)c1 (centres undefined)	-1.4	-14.9	-17.7	-1.0	-20.3	-2.1	-2.6	-8.9
CC(=O)NCCOC(=O)Nc1sc(=S)n(C)c1C	1.6	/	/	-0.2	/	-6.5	2.0	-3.3
C[C@@H]1CNC(=O)c2c(C(=O)N(C)Cc3ccccc3)ncn21	-5.9	0.4	2.4	/	-7.8	/	/	8.5
Cc1c(NC2(C#N)CCCCC2)c(=O)n(-c2ccccc2)n1C	-5.9	8.5	-32.8	/	-7.3	/	/	10.9
CC(C)(C)NC(=O)CN(C(=O)C1(C)CC(=O)N=C2C=CC=CN21)C1CCCC1 (centres undefined)	-6.8	/	11.6	0.7	/	3.9	5.7	/
CCS(=O)(=O)N[C@H]1C=C[C@@H](CC(=O)O)O[C@@H]1CO	4.9	-0.8	-5.4	/	/	/	-0.3	-2.2
CCCC(=O)Nc1cc(C(=O)O)ccc1Sc1ccc(C)cc1	18.4	12.1	-0.8	/	-0.7	-1.4	-5.8	-10.4
Cc1ccc(C)c(NC(=O)CN(C)C(=O)CN2C(=O)NC3(CCc4ccccc43)C2=O)c1 (centres undefined)	-1.4	2.0	-29.2	/	-3.2	/	0.9	-2.6
CC(C)OP(=O)(OC(C)C)C(Nc1ccc([N+](=O)[O-])cc1)c1cccc([N+](=O)[O-])c1 (centres undefined)	4.3	2.5	1.1	/	10.1	/	/	25.7
CC(=O)N1[C@@H]2c3ccc(C4=CCCCC4)c(=O)n3C[C@@H]2[C@@H](CO)[C@@H]1C(=O)Nc1ccccc1	/	-0.3	-4.5	37.0	-0.5	-3.9[16.7 µM]	/	/
Cc1c(C(=O)O)sc2nc(-c3cccs3)cc(C(F)(F)F)c12	-0.1	12.0	14.2	6.7	-0.8	2.4	/	7.8
CCc1c(C)c2ccc(OC(C)C(=O)NC(Cc3c[nH]c4ccc(O)cc34)C(=O)O)c(C)c2oc1=O (centres undefined)	/	10.6	-9.2	2.8	0.6	1.5	14.2	/
Cc1ccc2nc3c(c(C(=O)O)c2c1)CCC3	/	31.6	-17.4	0.2	/	-2.4	/	/
C[C@@H]1CN([C@@H](C)CO)C(=O)c2cc(NC(=O)Nc3ccc(F)cc3)ccc2O[C@@H]1CN(C)C(=O)Nc1ccccc1	/	0.5	17.0	0.5	-5.4	-2.5[16.7 µM]	-7.0	/
COc1ccc(/C=C/C=C2\N=C(SC)SC2=O)cc1	0.0	30.1	-30.3	/	-17.8	/	/	9.8
C[C@H]1CN([C@@H](C)CO)C(=O)c2cc(NS(=O)(=O)c3ccc(F)cc3)ccc2O[C@@H]1CN(C)S(=O)(=O)c1ccc(Cl)cc1	/	-3.3	-6.4	-2.1	-14.7	1.0[16.7 µM]	-5.4	/
COc1cc(CN(C)Cc2cc(=O)n3ccsc3n2)ccc1OC(F)F	-11.5	-2.5	-7.1	/	11.7	-1.0	-5.6	46.4
CCOC(=O)c1cc(-c2ccc(/C=C3/C(=O)NC(=O)C(C#N)=C3C)o2)ccc1Cl	/	14.7	-12.3	4.0	13.0	/	18.2	/
